# DAX1 inh-1: inhibitors of DAX1 repression of SF-1 activated StAR promoter; HEK293T StAR-luciferase reporter, SF-1/DAX-1 repression relief; inhibition, % at 6.8 µM; 370,000 tested, 1.1% active; AID 652010;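 active means inhibition above the mean over all tested compounds plus 3 SD, cut at about 3.6% in these data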;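 further: 0% = DAX-1 cells with DMSO and 100% = cells lacking DAX-1 with DMSO; higher inhibition means more luminescence from relief of DAX-1 repression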
# ssDAF-12 act: S. stercoralis DAF-12 activation, primary screen; HEK293 ssDAF-12/GRIP1 lit1-tk-luc reporter, luminescence; % of 3 µM dafachronic acid response; activation, % at 6.8 µM; 370,000 tested, 1% active; AID 652126;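 active means activation above the mean over all tested compounds plus 3 SD, cut at about 0.9% in these data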;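 further: 0% = DMSO-only wells and 100% = 3 µM delta7-dafachronic acid wells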
# DAX1 inh-2: NR0B1 (DAX1) inhibition | P51843 | HEK293 Gal4-DAX1 luciferase reporter, luminescence | inhibition, % at 6.75 µM | 340,000 tested, 0.99% active | AID 504766;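 active means inhibition above the mean over all tested compounds plus 3 SD, cut at about 4.2% in these data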;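 further: 0% = DAX1-transfected cells with DMSO and 100% = empty-vector control cells with DMSO; inhibition shows as a rise in luminescence from relieved DAX1 repression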
# Target sequence (P51843 207-470 limits assumed): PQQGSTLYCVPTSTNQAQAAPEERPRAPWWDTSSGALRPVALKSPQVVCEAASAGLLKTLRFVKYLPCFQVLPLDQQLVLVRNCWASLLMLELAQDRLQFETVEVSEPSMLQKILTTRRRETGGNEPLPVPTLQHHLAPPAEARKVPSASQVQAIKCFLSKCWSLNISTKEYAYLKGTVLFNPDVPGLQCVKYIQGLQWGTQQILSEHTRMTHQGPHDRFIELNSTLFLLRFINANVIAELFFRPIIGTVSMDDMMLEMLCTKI
# PLC-beta3 inh: inhibitors of human phospholipase C beta3 | 370,000 tested, 0.18% active | Q01970 | inhibition, % at 12.2 µM | Purified PLC-beta3, fluorogenic substrate, fluorescence; in the data active means inhibition above about 11%;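 further: 0% = median of compound wells on plate and 100% = full blocker control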
# PLCg1 inh: blocks human PLC-gamma1 enzyme activity; P19174; purified PLC-gamma1, fluorogenic substrate, fluorescence; inhibition, % at 12.2 µM; 370,000 tested, 0.84% active; in the data active means inhibition above about 9.5%
# Rev-erbA mod: modulates human Rev-erb alpha binding to DNA; Rev-erbα–FITC-DNA binding, fluorescence polarization, 90 min; activity, % at 10 µM; 370,000 tested, 0.79% active; AID 1259318;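 active means activity above about 14%, limit read from the data; passing the limit was not always enough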;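 further: 0% = DMSO wells with 35 nM protein and 100% = DMSO wells with 750 nM protein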
# hcDAF-12 act: activates DAF-12 receptor from parasite H. contortus. HEK293 hcDAF-12 lit1-tk-luc reporter, luminescence; 0% DMSO, 100% Δ7-dafachronic acid. activation, % at 6.8 µM. 370,000 tested, 1.4% active. AID 652067;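 active means activation above the mean of all tested compounds plus 3 SD, cut at about 5.5% in these data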;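 further: 100% = response to 3 µM Δ7-dafachronic acid high control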
# MBD2 inh: MBD2-methylated oligo binding inhibition. inhibition, % at 4.4 µM. 370,000 tested, 0.31% active. TR-FRET, MBD2 binding to methylated oligonucleotide; in the data active means inhibition above about 13%
# ADAM17 inh: inhibitors of human ADAM17; P78536; recombinant ADAM17, EDANS/DABCYL FRET peptide cleavage; inhibition, % at 6.95 µM; 370,000 tested, 0.83% active;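 active means inhibition above the mean of compounds lying between control limits plus 3 SD, set per campaign, cut at about 8.5% in these data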;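 further: 0% = DMSO-only wells as the low control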
# Target sequence (P78536 215-824 limits assumed): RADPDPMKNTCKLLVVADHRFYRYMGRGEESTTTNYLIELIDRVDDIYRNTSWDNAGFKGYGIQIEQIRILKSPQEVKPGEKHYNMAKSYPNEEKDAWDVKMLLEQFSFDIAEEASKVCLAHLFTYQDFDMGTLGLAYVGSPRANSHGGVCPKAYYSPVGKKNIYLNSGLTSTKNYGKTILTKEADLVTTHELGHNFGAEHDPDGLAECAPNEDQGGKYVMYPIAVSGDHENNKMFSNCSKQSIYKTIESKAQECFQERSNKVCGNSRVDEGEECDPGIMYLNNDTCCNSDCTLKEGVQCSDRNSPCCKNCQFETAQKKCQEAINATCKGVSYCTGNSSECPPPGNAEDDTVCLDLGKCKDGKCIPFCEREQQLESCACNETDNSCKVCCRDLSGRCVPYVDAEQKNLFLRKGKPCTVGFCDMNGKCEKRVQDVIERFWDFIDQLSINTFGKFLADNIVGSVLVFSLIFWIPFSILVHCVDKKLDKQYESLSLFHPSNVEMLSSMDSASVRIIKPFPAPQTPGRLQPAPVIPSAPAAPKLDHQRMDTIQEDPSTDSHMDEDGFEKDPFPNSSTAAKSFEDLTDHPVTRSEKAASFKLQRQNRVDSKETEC
# SMARCA2 act: SMARCA2 function activation, primary screen. 370,000 tested, 1% active. MG213 cells, MMTV-luciferase reporter, dexamethasone, overnight. activation, % at 9.1 µM. AID 652017; in the data active means activation above about 7.8%;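 further: 0% = vehicle wells and 100% = reference activator wells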
# hgDAF-12 ag: hgDAF-12 agonism, primary luciferase screen; HEK293 GAL4-hgDAF12 UAS-luciferase reporter, agonist luminescence; normalized to butyrate control; activation, % at 6.8 µM; 370,000 tested, 1.8% active;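 active means activation above a cutoff set at the mean of all screened compounds plus 3 SD, cut at about 10% in these data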;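 further: 0% = DMSO wells and 100% = sodium butyrate wells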
# The depositor's hits bear a star; nt = not tested or not shown.
SMILES,DAX1 inh-1,ssDAF-12 act,DAX1 inh-2,PLC-beta3 inh,PLCg1 inh,Rev-erbA mod,hcDAF-12 act,MBD2 inh,ADAM17 inh,SMARCA2 act,hgDAF-12 ag
CCCn1nnnc1SCC(=O)NCc1cccs1,-0.5,-0.7,0.2,3.1,2.1,0.7,-0.8,-3.4,-0.4,-0.3,-1.4
CCOc1ccc(-c2ncncc2-c2ccc(OC)cc2)c(O)c1,-0.4,-1.3,0.8,-2.8,-5.6,-3.2,-0.4,6.3,-0.7,-0.4,1.5
Cc1ccc(-n2c(SCC(=O)Nc3ccc(S(=O)(=O)Nc4nccs4)cc3)nnc2-c2ccccn2)cc1,0.3,-0.9,nt,3.4,-1.2,0.8,-0.2,5.9,2.5,-6.2,-1.4
C=CCNC(=S)N1CCC(C(=O)c2ccc(OC)cc2)CC1,-0.1,-0.9,-2.0,3.0,4.2,-3.2,-2.1,0.6,-0.7,-1.6,-1.1
CC(Cl)C(=O)Nc1ccccc1C#N (stereo not drawn),0.4,-1.2,0.1,2.6,2.2,-6.1,1.2,-0.6,-1.3,2.1,0.6
Cc1cc(-c2sccc2Br)nc(-n2cccc2)n1,-0.1,-0.2,0.2,-42.9,-24.2,49.7*,4.6,5.8,-11.8,-2.3,3.4
CCCCN1CN2Cc3cc(F)ccc3C2CS1(=O)=O (stereo not drawn),0.2,-0.2,nt,-1.0,-2.5,0.4,-0.9,-5.6,1.2,-2.3,2.1
O=C(c1ccco1)[C@@H]1[C@@H]2C(=O)N(c3ccc(Br)cc3)C(=O)[C@@H]2C2c3ccccc3C=CN21 (stereo partly drawn),-0.2,1.2*,1.3,-66.4,-43.7,-2.0,3.1,-6.4,7.1,2.1,0.9
COc1ccccc1C1C(C(=O)c2cc3ccccc3o2)=C(O)C(=O)N1CCN(C)C (stereo not drawn),-0.1,-1.4,0.6,-4.2,-6.5,2.0,1.0,-7.8,-2.2,-0.3,0.8
COc1ccccc1NC(=S)NC(=O)CCCOc1ccc(Cl)cc1Cl,-0.3,-1.8,-1.7,6.2,1.9,0.7,1.4,-6.1,0.6,-1.0,0.3
CNC(=O)C(=O)NCC1OCCN1S(=O)(=O)c1ccc(OC)c(OC)c1 (stereo not drawn),0.2,-1.1,-0.3,-5.4,1.3,-0.4,-1.2,-6.0,1.4,1.2,-2.1
Cn1c(=O)n(CCc2ccccc2)c(=O)c2c1nc1n2CCN1Cc1ccco1,0.5,-0.7,-1.5,2.2,4.0,-0.3,1.8,-2.1,-1.1,-2.9,-2.4

# Reprinted from above (four entries):
SMILES,DAX1 inh-1,ssDAF-12 act,DAX1 inh-2,PLC-beta3 inh,PLCg1 inh,Rev-erbA mod,hcDAF-12 act,MBD2 inh,ADAM17 inh,SMARCA2 act,hgDAF-12 ag
CCCn1nnnc1SCC(=O)NCc1cccs1,-0.5,-0.7,0.2,3.1,2.1,0.7,-0.8,-3.4,-0.4,-0.3,-1.4
CCOc1ccc(-c2ncncc2-c2ccc(OC)cc2)c(O)c1,-0.4,-1.3,0.8,-2.8,-5.6,-3.2,-0.4,6.3,-0.7,-0.4,1.5
Cc1ccc(-n2c(SCC(=O)Nc3ccc(S(=O)(=O)Nc4nccs4)cc3)nnc2-c2ccccn2)cc1,0.3,-0.9,nt,3.4,-1.2,0.8,-0.2,5.9,2.5,-6.2,-1.4
C=CCNC(=S)N1CCC(C(=O)c2ccc(OC)cc2)CC1,-0.1,-0.9,-2.0,3.0,4.2,-3.2,-2.1,0.6,-0.7,-1.6,-1.1

# (further entries)
SMILES,DAX1 inh-1,ssDAF-12 act,DAX1 inh-2,PLC-beta3 inh,PLCg1 inh,Rev-erbA mod,hcDAF-12 act,MBD2 inh,ADAM17 inh,SMARCA2 act,hgDAF-12 ag
CC(C)CN1CCN(Cc2ccc(Oc3ncccn3)cc2)CC1CCO (stereo not drawn),0.2,-0.5,0.9,-9.6,-1.8,-10.2,1.8,-8.4,-2.2,0.3,-2.0
COc1ccccc1C(=O)Nc1cccc(SC)c1,-0.9,-0.1,2.6,2.3,-0.6,-2.2,3.4,0.5,-3.3,1.9,8.7
CCOC(=O)c1c(C)n(-c2ccccc2)c2ccc(O)c(CN(C)C)c12,0.5,-1.4,2.5,-3.8,-3.4,-6.1,-1.6,0.2,-1.0,2.5,4.0
CC(C)CNC(=O)C(=O)NCC1OCCCN1S(=O)(=O)c1cccs1 (stereo not drawn),-0.4,-1.6,1.9,0.1,5.5,-0.6,-1.6,2.7,1.1,3.8,0.1
CCCn1c2ccccc2c2nnc(SCCN3CCOCC3)nc21,-0.7,-1.5,-2.3,-11.0,-7.7,5.7,-2.6,-9.5,-0.7,-0.9,-2.6
COc1ccc(-c2oc3cc(OC)c(O)c(OC)c3c(=O)c2OC)cc1O,-0.9,-1.8,1.9,4.7,1.1,0.9,-2.9,2.7,-0.2,1.3,4.3
CCOCC(=O)Nc1nc2ccc(C)cc2s1,1.6,-0.7,-0.1,3.1,6.1,2.9,1.9,2.6,-2.5,5.8,9.5
CC(C)c1cc(C(=O)N/N=C/C=C/c2ccccc2)n[nH]1,-0.3,-1.3,-1.3,2.7,5.7,0.0,-1.9,-3.5,3.2,-1.4,0.9
C=CCn1c(NC(=O)c2ccccc2Cl)c(C#N)c2nc3ccccc3nc21,-1.5,-1.2,-0.9,-269.5,-254.9,-1.3,-0.3,17.7*,-71.4,-3.3,-6.5
CCCCN(C=O)c1c(CC)nc2c(OCCC)cccn12,-1.1,-1.8,nt,-2.6,-2.1,5.4,-1.1,-1.9,-1.4,-4.1,-3.2
Cc1ccc(C)c(NC(=O)/C(C#N)=C/c2ccc[nH]2)c1,-1.3,0.3,0.9,-9.1,4.4,7.2,5.2,-5.5,0.9,-2.1,2.5
O=C1c2ccccc2C(=O)C1c1ccc(Cl)cc1,2.0,-1.2,0.8,-3.9,-1.3,3.9,3.0,0.3,-1.6,1.4,5.6
Cn1nnnc1SCC(=O)Nc1nc(-c2ccccc2)c(-c2ccccc2)o1,-0.5,-1.6,0.2,-13.1,-9.5,3.7,-1.2,3.3,-11.7,-0.3,-0.5
CCc1nnc(N/N=C\c2ccc(OC(C)=O)c(OC)c2)n1N,-1.1,-1.1,-0.8,-0.2,8.4,-7.6,0.6,1.9,-1.9,8.6*,-6.3
Cc1nnc(SCc2cccc3ccccc23)s1,1.2,-0.6,7.0*,-9.1,-3.2,-0.4,1.9,-2.9,-2.1,1.8,3.4
Cc1cc(C)c2c(N)c(C(=O)N3CCCCCC3)sc2n1,-0.1,-1.3,-0.2,-13.0,-10.3,-3.4,-0.8,3.3,-11.3,-3.1,2.1
Cn1c(SCC(=O)N2CCCC2)nnc1-c1cnccn1,0.6,-1.1,1.0,0.3,-0.2,-0.2,-0.6,-3.0,2.2,1.7,3.0
COc1ccc(N2CCN(C(=O)COc3ccc4c(C)cc(=O)oc4c3C)CC2)cc1,0.3,-0.9,0.5,-18.3,-3.7,-0.3,2.7,3.9,-9.1,-4.2,0.2
COc1ccc(N/C=C/C(=O)c2ccc(C)cc2)c([N+](=O)[O-])c1,3.6*,0.0,3.0,3.5,-0.1,5.7,1.2,-3.6,6.3,4.4,7.3
COc1ccc(NC(=O)CN2C(=O)NC3(CCCCC3C)C2=O)cc1S(=O)(=O)N1CCOCC1 (stereo not drawn),-1.9,-0.1,0.3,-2.0,-2.2,-2.4,-0.7,6.5,-2.9,3.0,0.4
COc1cc(OC)cc(C(=O)NCC(=O)OCc2cc(=O)oc3cc(OC)ccc23)c1,0.3,0.1,0.5,-33.5,-15.2,-4.6,-1.4,-5.5,-30.4,-3.4,0.0
COc1ccc(C(CNC(=O)c2ccc(-n3cnnn3)cc2)N2CCOCC2)cc1 (stereo not drawn),0.1,-1.4,2.3,2.2,-0.8,3.6,-0.9,7.1,-1.8,-1.4,1.8
Cc1cc2cc(CNC(=O)c3ccc(S(=O)(=O)N4CCOCC4)cc3)ccc2n1C,-0.4,-1.2,-0.3,-32.7,-25.3,-2.1,2.2,-1.4,-2.0,0.4,-2.0
CSCCC(NC(=O)c1ccccc1Br)C(=O)NNC(=O)C1COc2ccccc2O1 (stereo not drawn),-0.7,-0.8,0.1,-4.4,1.1,0.6,-0.1,1.6,-2.2,0.9,-1.4
Cc1ccc(C)c(N2CCN(C(=O)Cc3cn(C)c4ccccc34)CC2)c1,-0.3,-0.9,-0.4,-7.6,0.4,7.7,-3.0,-2.9,0.8,-2.4,-0.9
N#CCc1nc2ccc(S(=O)(=O)N3CCOCC3)cc2s1,0.2,-1.9,-0.1,-71.9,-49.4,4.2,0.1,5.2,-7.7,-1.3,-1.7
COc1ccc2c(c1OC)C(=O)N(c1ccc(F)cc1)C2,1.0,-0.6,3.2,-3.8,2.6,2.5,1.5,-2.8,-0.5,7.1,7.7
Cc1cccc(Nc2c(F)c(F)c(F)c(F)c2C(=O)O)c1,0.2,-0.1,0.3,-3.8,-2.6,0.6,-0.3,1.3,-4.8,-2.6,-1.6
COC(=O)C1=C(C)N(c2cccc(OC)c2)C(=O)/C1=C\c1ccco1,-0.1,-1.5,-1.4,-11.5,-8.6,4.7,-1.7,4.0,2.5,3.7,-0.9
CC(=O)c1cccc(NC(=O)CN2C(=O)C(=O)N(Cc3ccco3)C2=O)c1,-1.0,-0.9,0.3,-5.3,-1.0,-2.7,0.4,1.6,-7.5,-1.8,-2.2
Cc1cc(/C=C(/C#N)c2nc3ccccc3[nH]2)c(C)n1-c1cccc([N+](=O)[O-])c1,-2.8,-2.5,-2.2,-34.2,-27.5,7.1,-3.4,1.3,0.2,1.6,-5.5
NC(=O)CSc1nnc(-c2ccc([N+](=O)[O-])cc2)o1,0.6,-0.5,0.6,-8.4,0.8,-1.2,-0.8,-4.2,-1.0,-0.3,2.5
COCCNc1ncnc2c1ncn2[C@H]1CN(Cc2ccccc2)C[C@@H](CO)O1,0.1,-1.3,nt,-0.3,-2.2,-0.2,-2.3,4.8,-5.7,-6.0,4.5
C/C(=N/NC(=O)c1ccc(Br)s1)c1cccnc1,-0.7,-1.2,-0.1,-18.5,-8.4,1.0,0.9,2.5,2.2,4.7,5.9
COc1ccc(C(=O)O)cc1S(=O)(=O)N(C)CCc1ccccn1,-0.6,-0.8,0.6,-4.9,-1.1,-0.7,-1.4,6.4,-1.3,0.8,1.3
O=C(Cn1cnc2ccccc21)N/N=C/c1cccc([N+](=O)[O-])c1,0.2,-1.0,0.7,-1.3,3.2,5.8,-0.5,-1.4,-0.2,7.2,-0.3
CCC(C)NC(=O)c1nn(Cc2ccccc2)c(=O)c2ccccc12 (stereo not drawn),0.1,-0.8,3.0,-4.2,3.3,2.9,-1.4,0.8,0.7,3.0,-1.1
COC(=O)c1cc(OC)c(OC)c(OC)c1N,0.3,-0.8,-1.2,-68.7,-54.9,-5.1,-1.4,3.0,-19.7,-3.8,1.0
O=C(Nc1ccccc1)Oc1ccccc1N1CCOCC1,0.2,-1.4,-1.6,-5.0,2.7,-0.7,-0.7,3.7,0.1,-0.8,0.6
COCC(C)NC(=O)c1noc2c1CCc1cc(OC)ccc1-2 (stereo not drawn),1.4,-1.8,1.5,-4.5,-7.0,1.9,0.8,-1.5,-8.5,9.7*,5.8
Cc1ccc(-n2c(Cc3cccc4ccccc34)n[nH]c2=S)c(C)c1,-1.2,-1.2,0.9,0.6,0.9,-0.6,-1.1,-2.0,4.3,-1.5,0.4
FC(F)(F)c1cc(-c2cccs2)nc2nc(N3CCOCC3)sc12,-0.6,-1.8,-0.1,-2.6,-8.6,20.9,-1.7,3.1,-38.6,-1.2,0.4

# Screens: PubChem, several laboratories
